LMPTP block: LMPTP (human) inhibition; P24666; inhibition, % at 20 µM; hit rate 0.22% among 360,000; recombinant LMPTP-A, OMFP fluorogenic substrate, fluorescence intensity; AID 651560;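 active = compounds that cut the enzyme signal by at least half of the control window in the single-dose screen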;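 note: plate controls were DMSO wells with enzyme plus substrate for no effect and substrate without enzyme for full effect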
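Test system: LMPTP-A phosphatase enzyme; input: 0.625 nM LMPTP-A final; reagent: OMFP substrate, 400 µM final; compound dosing: 20 µM single dose, 3% DMSO; incubation: 50 min dark incubation at room temperature; measured by: endpoint fluorescence intensity from OMFP dephosphorylation; measure: % inhibition relative to no-enzyme and uninhibited control wells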
Scp1 inh: blocks human Scp-1 phosphatase activity. Recombinant Scp1, phosphopeptide, malachite green phosphate absorbance. inhibition, % at 20 µM. hit rate 0.88% among 340,000;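 active = inhibition above about 50% at 20 µM, limit read from the data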;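 note: plate controls were DMSO wells with enzyme for no effect and wells lacking enzyme for full effect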
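Test system – truncated SCP-1 phosphatase (76-261aa) · Reagent – Phosphorylated 17-residue peptide substrate · Incubation – 45 min room-temperature reaction, 5 min colour, 30 min stabiliser · Detection – colorimetric phosphate reagent with accelerator and stabiliser, absorbance at 630 nm · Measure – % inhibition at 20 µM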
DNMT1 block: blocks human DNA methyltransferase DNMT1; P26358; inhibition (reported as % activation of signal), % at 10 µM; hit rate 0.83% among 360,000; DNMT1 molecular beacon, Hinp1I cleavage, fluorescence; in the data active = inhibition above about 50%
PABP1 MLLE inh: blocks PAM2 peptide binding to the PABP1 MLLE domain. GST-MLLE / FITC-PAM2 fluorescence polarization. inhibition, % at 20 µM. hit rate 0.36% among 360,000; in the data active = inhibition above about 35%, passing the limit was not always enough;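 note: plate controls were DMSO wells with GST-MLLE for no effect and wells lacking GST-MLLE protein for full effect; some results filed as inactive read as strong as hits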
CSN deneddyl inh: inhibitors of human CSN-mediated cullin deneddylation. Purified CSN, SCF-Nedd8-OG deneddylation, fluorescence polarization. Q92905. AID 651999. inhibition, % at 12.5 µM. hit rate 0.38% among 360,000;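 active = pattern-corrected inhibition above about 35%, with an unprinted fluorescence ratio check between 0.5 and 1.5, limit read from the data, passing the limit was not always enough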;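 note: 0% = enzyme with substrate and 100% = substrate without enzyme; some results filed as inactive read as strong as hits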
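assay system = purified human Csn5 enzyme expressed in HEK293T cells | amount = 0.24 nM enzyme | buffer or medium = Tris/NaCl/DTT buffer, pH 7.5 | reagent = 10 nM SCFSkp2-Nedd8OG | compound = one concentration, 12.5 µM, 0.25% DMSO | times = 90 min reaction at room temperature | signal = FP | read-out basis = % inhibition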
TbMetRS inhib: blocks T. brucei methionyl-tRNA synthetase activity; purified T. brucei MetRS, ATP depletion, Kinase-Glo luminescence; inhibition, % at 11.9 µM; hit rate 0.4% among 360,000; AID 624268;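 active = inhibition above a per-plate cutoff of the control wells' mean inhibition plus 3 SD, cut at about 5.5% in these data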;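 note: 0% = DMSO wells median and 100% = median of wells with control inhibitor compound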
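Test system: purified T. brucei MetRS enzyme. Also added: ATP, methionine and E. coli bulk tRNA substrates. Compound: 11.9 µM single point. Schedule: 15 min enzyme-compound preincubation, 2 h reaction, 10 min detection, 25 °C. Signal: luciferase luminescence of residual ATP, Kinase-Glo. Evaluation: percent inhibition versus plate control medians. Controls: DMSO wells, low control.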
NadD inh: NadD (S. aureus) enzyme inhibition. inhibition, % at 20 µM. purified NadD enzyme, colorimetric absorbance read-out. hit rate 0.78% among 360,000. AID 602399; in the data active = inhibition above about 26%; note: some compounds past the cut are filed as inactive
STEP inh: STEP (human) phosphatase inhibition | inhibition, % at 20 µM | hit rate 0.25% among 360,000 | P54829 | recombinant STEP, OMFP fluorogenic substrate, fluorescence | AID 588621;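 active = inhibition at 20 µM, scaled per plate between control wells, above about 37%, limit read from the data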;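 note: 0% = DMSO with enzyme and substrate and 100% = substrate only without enzyme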
Target sequence (P54829 whole entry, looked up): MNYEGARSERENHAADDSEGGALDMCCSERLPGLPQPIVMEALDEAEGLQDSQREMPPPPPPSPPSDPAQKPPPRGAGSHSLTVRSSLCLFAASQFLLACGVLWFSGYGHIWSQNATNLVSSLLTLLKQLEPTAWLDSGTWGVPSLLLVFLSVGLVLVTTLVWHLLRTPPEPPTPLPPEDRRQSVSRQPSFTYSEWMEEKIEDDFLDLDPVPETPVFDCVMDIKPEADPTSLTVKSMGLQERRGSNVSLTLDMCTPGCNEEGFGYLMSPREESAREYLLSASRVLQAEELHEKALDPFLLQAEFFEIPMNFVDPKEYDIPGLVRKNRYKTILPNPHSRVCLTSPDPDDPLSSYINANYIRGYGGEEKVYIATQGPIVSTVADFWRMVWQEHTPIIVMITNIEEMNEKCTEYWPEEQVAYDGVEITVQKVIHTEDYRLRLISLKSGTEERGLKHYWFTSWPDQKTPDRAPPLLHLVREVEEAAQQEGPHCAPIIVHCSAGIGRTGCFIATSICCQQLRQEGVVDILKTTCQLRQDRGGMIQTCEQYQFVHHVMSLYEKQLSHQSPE
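System: isolated STEP enzyme; schedule: 20 min enzyme reaction at room temperature, protected from light; medium: Bis-Tris buffer pH 6.0, 2.5 mM DTT, 0.005% Tween 20; signal: fluorescence, 480/540 nm; dosing: single compound dose of 20 µM, 1% DMSO final; also added: OMFP substrate, 25 µM final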
Rpn11 inh: Rpn11 (human) deubiquitinase inhibition. O00487. human 26S proteasome, Ub4-pepOG fluorescence polarization; 20S core pre-blocked with epoxomicin. calls only at 20 µM. hit rate 0.59% among 360,000;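 active = inhibition at 20 µM, scaled to each plate's controls, above about 33%, limit read from the data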
Target sequence (O00487 whole entry, looked up): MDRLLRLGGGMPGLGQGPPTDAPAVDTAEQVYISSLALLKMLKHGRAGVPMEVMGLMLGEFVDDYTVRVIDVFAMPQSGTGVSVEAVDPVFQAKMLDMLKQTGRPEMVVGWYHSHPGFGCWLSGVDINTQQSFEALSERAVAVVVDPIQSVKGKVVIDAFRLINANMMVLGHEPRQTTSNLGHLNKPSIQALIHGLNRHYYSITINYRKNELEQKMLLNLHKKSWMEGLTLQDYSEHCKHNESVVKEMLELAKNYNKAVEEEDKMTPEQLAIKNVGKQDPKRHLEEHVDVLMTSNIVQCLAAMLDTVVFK
SUMO1 PPI mod: modulators of human SUMO1-mediated protein-protein interactions; SUMO1 binding to a labelled peptide, TR-FRET, 1 h; AID 602429; inhibition, % at 20 µM; hit rate 0.33% among 360,000; in the data active = inhibition above about 37%
Target sequence (P63165 whole entry, looked up): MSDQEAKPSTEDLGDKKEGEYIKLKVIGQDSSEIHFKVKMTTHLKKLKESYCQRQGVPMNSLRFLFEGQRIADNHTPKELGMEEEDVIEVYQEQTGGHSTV
* hit, by the source's call; i = inactive; . = not tested or not shown.

SMILES	LMPTP block	Scp1 inh	DNMT1 block	PABP1 MLLE inh	CSN deneddyl inh	TbMetRS inhib	NadD inh	STEP inh	Rpn11 inh	SUMO1 PPI mod
COc1ccccc1NS(=O)(=O)c1cc(NC(=O)c2[nH]c(C)c(C(C)=O)c2C)ccc1N1CCOCC1	4.4	-8	-11	-4	2	0.4	23	8	i	9
COc1ccc(C(=O)NC(=S)N(C)Cc2ccccc2)cc1Br	-1.8	-10	0	-59	-4	-0.1	-8	6	i	-1
CNC(=O)/C(C#N)=C/c1c(N2CC(C)OC(C)C2)nc2ccccn2c1=O (centres undefined)	0.2	-4	-1	6	3	-0.9	-5	-5	i	-20
CN(C)c1ncc([N+](=O)[O-])cc1C(F)(F)F	-1.2	3	1	2	-1	-0.9	0	2	i	-15
COc1cc(/C=C(/C#N)C(=O)NCc2ccccc2)cc(OC)c1OC	-2.1	-5	1	18	2	-1.1	-6	-6	i	4
Cc1ccc(-n2cnc3scc(-c4cccs4)c3c2=O)cc1	1.4	-8	-2	2	2	-0.7	-2	2	i	-11
O=C(CC1(O)CCCCC1)OC1CCCC1	-1.7	-3	5	-7	1	-0.2	-3	-1	i	8
CCCCN1C(=O)NC2NC(=O)NC21 (centres undefined)	-1.4	-3	-1	-10	-3	-0.7	8	-2	i	1
O=C(CC1Sc2ccccc2NC1=O)Nc1cccc(-c2nnc3n2CCCCC3)c1 (centres undefined)	-0.3	-5	8	7	0	-0.6	-3	-1	i	-1
CC1(C)CC(O)(CNCc2ccc3c(c2)OCO3)CCO1 (centres undefined)	-2.2	-2	0	2	2	0.1	8	-3	i	1
CCc1nc2nc(C)c(NS(=O)(=O)c3ccc(Cl)s3)c(=O)n2[nH]1	-1.2	-1	2	-6	4	0.0	-5	3	i	3
O=C(N/N=C/c1ccc2c(c1)OCO2)C1CC1	1.0	-5	2	7	0	-0.6	-3	-1	i	-15
O=C(CNS(=O)(=O)c1ccccc1)NCc1ccccn1	0.1	3	-1	8	1	-1.0	2	-2	i	-1
O=C(CCc1nc2ccccc2c(=O)[nH]1)NCc1cccc(Cl)c1	-2.8	-15	-3	-31	-1	2.2	-8	0	i	0
Cc1ccc(C(=O)Nc2cccnc2)cc1NC(=O)c1ccco1	-1.4	-1	-1	6	2	-0.3	-6	9	i	-1

Overlap with the part before: 4 entries, then new ones.
SMILES	LMPTP block	Scp1 inh	DNMT1 block	PABP1 MLLE inh	CSN deneddyl inh	TbMetRS inhib	NadD inh	STEP inh	Rpn11 inh	SUMO1 PPI mod
O=C(N/N=C/c1ccc2c(c1)OCO2)C1CC1	1.0	-5	2	7	0	-0.6	-3	-1	i	-15
O=C(CNS(=O)(=O)c1ccccc1)NCc1ccccn1	0.1	3	-1	8	1	-1.0	2	-2	i	-1
O=C(CCc1nc2ccccc2c(=O)[nH]1)NCc1cccc(Cl)c1	-2.8	-15	-3	-31	-1	2.2	-8	0	i	0
Cc1ccc(C(=O)Nc2cccnc2)cc1NC(=O)c1ccco1	-1.4	-1	-1	6	2	-0.3	-6	9	i	-1
C=CCN1C(=O)C2C(C(=O)NC)C3C=CC2(O3)C1C(=O)NCc1ccc(OC)cc1 (centres undefined)	-0.1	-5	-4	-9	-3	0.1	-3	0	i	0
CCOC1=NC(C(=O)O)c2ccccc2/C(=C(/C)Cl)N1 (centres undefined)	0.9	1	3	-1	5	0.1	1	1	i	0
COC(=O)/C(=C\Nc1ccc(Oc2ccc(F)cc2F)nc1)NC(=O)c1ccccc1	-0.4	-8	3	-2	-5	-0.4	-1	4	i	0
Cc1cccc(C)c1Nc1nnc(SCC(=O)c2ccc3c(c2)NC(=O)CO3)s1	6.1	-5	-3	-30	8	-0.5	6	9	i	1
Cc1ccc(CNC(=O)COc2ccc(S(=O)(=O)NC(C)C)cc2)cc1	-1.0	-5	1	4	1	-1.8	0	2	i	-1
O=c1cnc2cc([N+](=O)[O-])ccc2[nH]1	-2.0	5	1	6	5	-0.1	-1	-3	i	-23
CCc1ccc2c(CN3CCN(S(=O)(=O)c4ccc5c(c4)OCCO5)CC3)cc(=O)oc2c1	-0.4	-4	-5	-10	0	0.5	5	0	i	2
CCOc1ccc(C2C(C#N)=C(N)N(N(C)C)C3=C2C(=O)CCC3)cc1 (centres undefined)	0.2	-8	-1	-2	0	-1.2	-5	-2	i	-3
CCOC(=O)CN(C)S(=O)(=O)c1ccc(-c2cc(C(=O)OC)sc2C(F)(F)F)cc1	2.8	1	15	-8	1	-1.5	7	1	i	5
COC(=O)NNC(=O)COc1ccc(Cl)cc1	0.0	-4	1	2	-2	-0.7	-5	-1	i	-1
Cc1ccc(N2CCN(C(=O)c3cccc([N+](=O)[O-])c3)CC2)cc1Cl	-0.1	-5	0	-1	-15	0.3	-5	1	i	-14
Cc1ccc(NC2CC(=O)N(c3ccc(N4CCCCC4)cc3)C2=O)cc1 (centres undefined)	-0.8	-5	23	14	4	-0.8	7	2	i	-7
CC1=NNC(=O)C1Cc1ccc(F)cc1 (centres undefined)	-0.4	-7	-1	-3	4	-0.2	-4	-2	i	-1
C#CCOCCOCCOCCNc1nc(N2CCN(C(=O)[C@H](CCCCN)n3cc(CC(C)O)nn3)CC2)nc(N2CCN(C(=O)[C@H](CCCCN)n3cc(CC(C)O)nn3)CC2)n1 (some centres undefined)	-8.4	-1	4	6	0	-0.2	-5	-2	i	-5
CCCCn1nnnc1C(c1ccccc1)N1CCN(C(=O)C2CCCO2)CC1 (centres undefined)	-1.3	.	.	.	-7	0.0	9	.	.	-2
CSc1ncc(Cl)c(C(=O)Nc2nnc(SC/C=C/c3ccccc3)s2)n1	2.2	-8	3	11	1	-0.7	-3	0	i	17
CC(=O)N/N=C/c1cc2c(cc1[N+](=O)[O-])OCO2	-0.4	-12	-1	4	5	0.0	1	2	i	-20
CC[N+]1=C(C)C(C)(C)c2cc(C)ccc21	3.9	-12	-8	-105	21	-0.1	-1	0	.	-22
O=C(Nc1ccccc1)N1CCOCC1	-1.3	0	1	-4	-4	-1.4	-2	-2	i	4
Cc1cc(O)ccc1-c1cnc2ccccc2n1	-1.1	1	8	-51	0	-1.9	1	-2	i	-10
OC[C@@H]1CN(Cc2cccnc2)C[C@H](n2cnc3c(N4CCN(c5ccccc5)CC4)ncnc32)O1	0.8	.	8	11	-4	0.3	7	1	i	7
O=C(N/N=C\c1ccc([N+](=O)[O-])o1)C1COc2ccccc2O1 (centres undefined)	-0.2	-3	-11	4	3	0.8	4	2	i	-18
Cc1ccc(CS(=O)(=O)Cc2ccc(C(=O)NCc3cccnc3)o2)cc1	-0.5	0	1	5	0	-0.3	-4	0	i	0
O=C(/C=C/[C@H]1O[C@@H](n2ccc(=O)[nH]c2=O)[C@H](O)[C@@H]1O)NCCN1CCOCC1	-3.1	.	5	6	5	0.0	-3	-1	i	3
CCc1nc2c(OCCc3cccc(OC)c3)cccn2c1N(C=O)Cc1ccccc1	1.2	.	-5	-14	7	-0.3	4	1	i	-1
NC(CCc1ccccc1)c1csc(NC(=O)NCCc2ccccc2)n1 (centres undefined)	0.5	.	-5	2	1	0.2	0	-2	i	-7
CC(=O)c1ccc(N2CCN(C(=S)NCCCN(C)C)CC2)cc1	-1.4	-9	2	-91	-1	0.0	-7	4	i	14
COc1ccc(-c2cc(C(=O)Nc3ccc(F)cc3F)no2)cc1	-0.9	-11	12	10	4	-1.1	5	-2	i	1
COc1ccc(CCNc2nnc(Sc3nnnn3-c3ccccc3)s2)cc1OC	-0.9	-3	5	-34	-1	-0.2	-6	1	i	-2
COc1cccc(NC(=O)COc2cccc3c2CCNC3=O)c1	-0.1	-2	2	-4	1	-0.4	-5	-2	i	6
O=C(Nc1cccc(-n2cnnn2)c1)c1ccco1	-0.7	-5	2	10	-3	0.3	-4	-2	i	-2
CC1(C(=O)NS(=O)(=O)c2cccc(C#N)c2)CCN1C(=O)c1cccc2ccccc12 (centres undefined)	-3.1	.	6	10	4	0.1	-6	-3	i	2
O=C(CN1C(=O)c2ccccc2S1(=O)=O)NCCC1=CCCCC1	-2.4	-9	3	6	-4	-0.2	-1	-4	i	1

4 entries already listed, arranged by molecular weight, highest first:
SMILES	LMPTP block	Scp1 inh	DNMT1 block	PABP1 MLLE inh	CSN deneddyl inh	TbMetRS inhib	NadD inh	STEP inh	Rpn11 inh	SUMO1 PPI mod
C#CCOCCOCCOCCNc1nc(N2CCN(C(=O)[C@H](CCCCN)n3cc(CC(C)O)nn3)CC2)nc(N2CCN(C(=O)[C@H](CCCCN)n3cc(CC(C)O)nn3)CC2)n1 (some centres undefined)	-8.4	-1	4	6	0	-0.2	-5	-2	i	-5
COc1ccc(CCNc2nnc(Sc3nnnn3-c3ccccc3)s2)cc1OC	-0.9	-3	5	-34	-1	-0.2	-6	1	i	-2
CSc1ncc(Cl)c(C(=O)Nc2nnc(SC/C=C/c3ccccc3)s2)n1	2.2	-8	3	11	1	-0.7	-3	0	i	17
CCCCn1nnnc1C(c1ccccc1)N1CCN(C(=O)C2CCCO2)CC1 (centres undefined)	-1.3	.	.	.	-7	0.0	9	.	.	-2

High-throughput results (PubChem)

Not a hit list; about 3.6% have a hit in one of these screens.
